Screening results from PubChem BioAssay.
EBV gp42 block: Epstein-Barr virus gp42 inhibitors, primary screen, biochemical, uHTS, fluorescence polarization | Glycoprotein 42 (Epstein-Barr virus (strain AG876)), Q1HVG2 | Fluorescence polarization binding assay, mP read-out | inhibition, % (tested at 21.74 µM) | 0.42% of 220,000 active | AID 1085, 2008; in the data active = inhibition above about 50%
PPC-1+TRAIL kill: compounds killing PPC-1 cancer cells with TRAIL present, primary screen, TRAIL potentiator project, ATPLite luminescence, uHTS. PPC-1 cells + TRAIL, ATPLite viability luminescence. cell killing (% activity), % at 4 µM. 0.41% of 220,000 active;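 active = cell killing above 50% in the first pass at 4 µM, then a duplicate retest at 5 µM averaging 50% or more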;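 note: plate controls were cells with TRAIL plus DMSO for no effect and medium-only wells lacking cells for full effect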
Furin inh: human furin inhibitors, primary screen, biochemical, fluorescence intensity; P09958; 0.061% of 220,000 active; AID 463115, 2010; purified furin, fluorogenic substrate cleavage; inhibition, % at 30 µM; in the data active = inhibition above about 25%; note: inactives centre near -15
Tb hexokinase: Trypanosoma brucei hexokinase 1 inhibitors, primary screen, biochemical, G6PDH-coupled NADH absorbance, MLSCN library. 0.11% of 220,000 active. recombinant TbHK1, G6PDH-coupled NADH A340. hexokinase 1 [Trypanosoma brucei]. AID 1430, 2008. inhibition, % at 10 µM;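 active = inhibition of 50% or more in the single-dose primary screen; inactive = inhibition below 50%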
TRPML3 agonist: human TRPML3 channel agonists, primary screen, cell-based, HEK293 TRPML3-YFP, Fluo-8 calcium fluorescence, 3 µM | Mucolipin-3 (Homo sapiens), Q8TDD5 | 100% = the carbachol control signal | activation, % at 3 µM | 0.29% of 220,000 active | AID 1448, 2008;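 active = activation above its plate's cutoff, the mean activation of the plate's test wells plus 3 SD, cut at about 12% in these data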;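 note: 0% = DMSO only wells and 100% = carbachol wells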
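Material: TRPML3-YFP stable HEK293 cells | Dosing: One concentration, 3 µM nominal, 0.3% DMSO | Timing: 125 s total fluorescence read per well | Technique: Fluo-8 calcium dye fluorescence, ex 470-495, em 515-575 nm | Measure: Percent activation from peak-to-basal fluorescence ratio, scaled between DMSO and carbachol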
Thrombin inh: human alpha-thrombin inhibitors, primary screen, counter-screen for coagulation protease inhibitor project, biochemical, 1536-well, fluorogenic AMC substrate; Boc-VPR-AMC fluorogenic substrate cleavage; inhibition, % at 5 µM; 0.26% of 220,000 active; AID 1046, 2008;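 active = inhibition at or above 40%; inactive = inhibition below 40%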;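 note: 0% = enzyme with no compound and 100% = wells without enzyme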
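System – human alpha-thrombin protein · Reagent – Boc-VPR-AMC substrate, 15 µM final · Compound – 5 µM single dose in 0.2% DMSO · Schedule – reaction at room temperature · Technique – AMC fluorescence at 355 nm excitation and 460 nm emission · Read-out basis – % inhibition relative to enzyme controls and enzyme-free blanks · Control set – no-compound enzyme wells and no-enzyme blanks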
KCC2 mod: KCC2 cotransporter modulators, thallium flux, primary screen, cell-based, HEK293 KCC2, FluoZin-2 fluorescence, MLSMR; Solute carrier family 12 member 5 (Homo sapiens), Q9H2X9; KCC2 cells, thallium flux FluoZin-2 fluorescence; B-score of Tl+ flux slope (higher = more flux/activation; lower = inhibition) at 10 µM; 2.2% of 190,000 active; AID 1456, 2008;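 active = thallium flux slope and its plate-corrected score both differing from the plate sample mean at a set confidence after two filtering rounds, in either direction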;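 note: slope of fluorescence scaled to starting intensity during 10 to 20 s after thallium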
Target sequence (Q9H2X9 whole entry, looked up): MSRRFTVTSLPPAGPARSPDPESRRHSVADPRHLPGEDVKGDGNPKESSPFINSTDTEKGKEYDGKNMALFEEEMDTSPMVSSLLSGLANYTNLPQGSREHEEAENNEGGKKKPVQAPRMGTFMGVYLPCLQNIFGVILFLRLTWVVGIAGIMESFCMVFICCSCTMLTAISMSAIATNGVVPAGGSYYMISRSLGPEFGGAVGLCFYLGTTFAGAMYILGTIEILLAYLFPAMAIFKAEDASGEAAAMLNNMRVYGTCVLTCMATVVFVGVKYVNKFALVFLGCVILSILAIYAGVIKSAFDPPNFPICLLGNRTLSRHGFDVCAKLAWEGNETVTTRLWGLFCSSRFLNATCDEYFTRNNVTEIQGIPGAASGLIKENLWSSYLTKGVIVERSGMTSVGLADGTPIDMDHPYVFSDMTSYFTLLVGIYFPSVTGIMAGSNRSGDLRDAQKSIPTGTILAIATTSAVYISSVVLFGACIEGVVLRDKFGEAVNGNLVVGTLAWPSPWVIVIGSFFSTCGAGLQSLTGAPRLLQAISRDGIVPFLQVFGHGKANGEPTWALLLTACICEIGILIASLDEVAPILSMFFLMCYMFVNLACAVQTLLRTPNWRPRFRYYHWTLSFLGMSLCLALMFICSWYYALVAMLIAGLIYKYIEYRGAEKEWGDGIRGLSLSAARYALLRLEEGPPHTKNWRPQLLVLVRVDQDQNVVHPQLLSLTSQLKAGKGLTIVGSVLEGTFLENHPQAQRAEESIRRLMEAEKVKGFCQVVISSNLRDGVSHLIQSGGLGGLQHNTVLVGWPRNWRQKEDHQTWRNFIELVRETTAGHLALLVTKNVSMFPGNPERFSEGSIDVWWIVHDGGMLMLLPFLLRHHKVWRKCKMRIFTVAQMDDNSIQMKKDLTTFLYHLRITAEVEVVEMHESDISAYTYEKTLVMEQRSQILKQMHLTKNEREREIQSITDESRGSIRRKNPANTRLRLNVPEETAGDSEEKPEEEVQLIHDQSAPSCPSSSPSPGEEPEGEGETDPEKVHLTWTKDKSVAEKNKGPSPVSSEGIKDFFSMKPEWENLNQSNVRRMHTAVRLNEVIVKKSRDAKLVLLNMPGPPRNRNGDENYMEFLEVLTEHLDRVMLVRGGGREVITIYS
m-calpain inh: inhibitors of pig calpain II, primary screen, biochemical, fluorogenic peptide substrate, 1536-well; purified calpain II, 30 min; inhibition, % at 16 µM; 0.37% of 220,000 active; AID 1236, 2008;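 active = inhibition above about 50%, limit read from the data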
TRPN1 ag: zebrafish TRPN1 channel agonists, primary screen, cell-based, HEK293, calcium fluorescence; 0.18% of 220,000 active; activation, % at 3 µM; HEK293 zebrafish TRPN1-YFP, Fluo-8 calcium fluorescence; 100% = response to 87 µM carbachol; transient receptor potential cation channel N1 (TRPN1/NompC), Danio rerio;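 active = activation above its plate's cutoff, the mean activation of test wells on that plate plus 3 SD, cut at about 19% in these data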;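 note: 0% = DMSO alone and 100% = 87 µM carbachol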
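Material – zebrafish TRPN1-YFP in HEK293 cells · Doses – 3 µM single point · Schedule – dye 1 h 37 °C plus 30 min RT · Signal – Fluo-8 calcium fluorescence, excitation 470-495 nm, emission 515-575 nm · Read-out – % activation versus carbachol response · Control set – carbachol high, DMSO low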
Starred values were filed as active, the others as inactive; i = inactive; nt = not tested or not shown; [ ] = another dose, or the depositor's remark.

SMILES | EBV gp42 block | PPC-1+TRAIL kill | Furin inh | Tb hexokinase | TRPML3 agonist | Thrombin inh | KCC2 mod | m-calpain inh | TRPN1 ag
CCC(=O)N/N=C(\C)CC(=O)Nc1ccc2c(c1)OCCO2 | -8 | 9 | -18 | 1 | 0.3 | 15 | -0.46 | 14 | -0.9
CCn1nc(C)c(CNC(=O)c2cc(COc3ccc(F)cc3Cl)on2)c1C | 3 | 39 | -1 | 0 | 3.0 | 29 | -3.5 | 2 | 9.2
COc1ccc(OC)c(S(=O)(=O)Nc2cc(C(=O)O)ccc2N2CC3CC(C2)c2cccc(=O)n2C3)c1 (stereo not drawn) | -5 | 17 | -17 | -1 | -0.5 | -7 | 0.23 | -2 | -1.4
COc1ccc(/C(C)=N\NS(=O)(=O)c2ccccc2)cc1OC | 1 | 17 | -28 | -2 | 0.3 | -2 | 0.059 | -3 | -0.2
CCOC(=O)C1=C(O)/C(=C\c2ccc(CNC(=O)C(=O)Nc3ccccc3)o2)N=C1C | 13 | 27 | -3[20 µM] | -4 | 0.8 | 6 | -1.2 | -163 | -0.7
Cc1ccccc1OC(C)C(=O)NC1CCCC1 (stereo not drawn) | -9 | -11 | 3[20 µM] | 0 | 0.1 | -7 | -0.24 | 14 | -0.8
O=C(NC(=S)Nc1ccc(N2CCOCC2)cc1)c1cccc(Cl)c1 | 10 | 12 | -18 | 15 | 1.3 | 3 | 6.9* | 1 | -0.5
CCNc1nc(N)nc(-c2cc(Cl)ccc2O)n1 | 5 | 42 | -15 | -6 | -0.4 | -3 | nt | 2 | -1.4
COc1ccc(-c2ccc(=O)n(CC(=O)Nc3cccc(O)c3)n2)cc1OC | -1 | nt | -22 | -1 | 0.3 | 5 | -0.23 | -57 | 0.8
O=C(Cc1ccccc1)NNC(=O)Cc1ccccc1 | 2 | 13 | -20 | -6 | 1.2 | -2 | 0.23 | -1 | -0.5
COc1cccc(CN2CCN(Cc3ccc(O)cc3)CC2CCO)c1 (stereo not drawn) | -56 | nt | 0 | -11 | -0.8 | 2 | nt | 2 | -0.1
OCCN=Cc1c(O)[nH]c2ccccc12 | -6 | 5 | -3[20 µM] | -48 | 0.6 | -15 | -0.77 | -23 | -0.7
CN(C)/N=C/C=C1\CCC/C(=C\c2ccc(F)c(F)c2)C1=O | -43 | 40 | -26 | -12 | 4.4 | 0 | nt | -38 | 5.1
Cc1ccc(Nc2ccc3nonc3c2[N+](=O)[O-])cc1 | -8 | 6 | -32 | -5 | 0.8 | -2 | -0.046 | -2 | -2.5
Cc1c(N=C/C=C2/N(C)c3ccccc3C2(C)C)c(=O)n(-c2ccccc2)n1C | -39 | 12 | 26*[20 µM] | -10 | 0.5 | 4 | 0.55 | -6 | -0.9
CCN(CC)CCCN(C(C)=O)c1nc(-c2cc(OC)ccc2OC)cs1 | -4 | 22 | -13 | 7 | 0.5 | 0 | 0.38 | -15 | 0.4
O=C(CC1C(=O)NCCN1C(=O)Nc1ccc(F)cc1)Nc1cc(Cl)ccc1Cl (stereo not drawn) | -17 | -2 | -14 | -3 | 2.3 | 1 | 0.0022 | -14 | 2.2
CCn1c(SCC(=O)NNC(=S)Nc2ccccc2)nnc1-c1ccc(Cl)cc1 | 2 | 0 | -3 | -3 | 0.7 | 1 | -0.12 | 17 | 0.9
Cc1noc(-c2ccc(C(F)(F)F)cc2)c1NC(=O)Nc1ccc(Cl)cc1 | -16 | 15 | -14 | 2 | 1.4 | -2 | i | 25 | 4.8
CC1CN(c2c3c(nc4ncnn24)CCCC3)CC(C)O1 (stereo not drawn) | -1 | -9 | -31[20 µM] | -13 | 0.8 | -4 | 1.3 | -35 | -0.5
CCCCc1ccc(NC(=S)N2CCN(c3ncccn3)CC2)cc1 | -14 | -11 | -19 | -2 | 0.8 | -8 | -0.12 | -9 | -0.4
CCC(=O)N1CCc2cc(S(=O)(=O)NCCC(=O)Nc3ccccc3C)ccc21 | -11 | -17 | -4 | -9 | 1.3 | 5 | -0.22 | -16 | 0.5
CCOC(=O)N1CCN(C(=O)C(=O)NN)CC1 | -14 | -10 | -22 | 0 | 1.6 | -17 | 0.19 | 7 | 1.8
COCCN(C(=O)CNC(=O)c1cccs1)C(C(=O)NC1CCCCC1)c1ccco1 (stereo not drawn) | -24 | 5 | -15 | 7 | -0.5 | 1 | nt | 6 | -0.6
COc1ccc(C)cc1NC(=O)c1nn(C)cc1Br | -12 | -4 | -10 | -8 | -1.1 | -9 | -1 | 0 | -2.1
CCN(CC)C(=O)Oc1ccc2cc(Br)ccc2c1 | -8 | 0 | -6 | 30 | 0.3 | -4 | 0.042 | 27 | 0.0
CC(=O)c1ccc(N2C(=O)[C@@H]3[C@H](C2=O)[C@H]2c4ccccc4C=NN2[C@@H]3C(C)=O)cc1 | -21 | 20 | -21 | -10 | 1.1 | -2 | -0.3 | 8 | 3.0
O=C(N/N=C/c1ccc2c(c1)OCO2)c1cc(-c2ccc(F)cc2)nc2ccccc12 | -16 | 32 | -24 | -1 | 0.5 | -9 | -0.61 | -75 | 0.4
NC(=O)NC(CC(=O)NCCc1ccc(S(N)(=O)=O)cc1)c1ccccc1Cl (stereo not drawn) | -6 | 22 | -12 | -2 | 0.4 | 3 | 0.41 | -14 | -0.9
CN(C)N=Nc1nc2c(c(=O)n(C)c(=O)n2C)n1CC1CO1 (stereo not drawn) | -3 | 18 | 8 | -74 | 0.9 | -8 | 1.6 | 15 | 0.2
CN(C)c1nc(N)c([N+](=O)[O-])c(NCCO)n1 | -1 | 8 | 1 | -45 | 0.6 | -4 | 6 | 2 | -1.3
CC(C)(C)N1OC2CC1c1nc3ccccc3n1C2 (stereo not drawn) | -5 | -6 | -28 | -2 | nt | -1 | 0.37 | 0 | nt
CCCCC1(C)Nc2ccccc2-c2nc3ccccc3n21 (stereo not drawn) | 6 | -12 | -25[20 µM] | -10 | 0.4 | -8 | -1.9 | i | 0.2
CC(=O)c1cccc(NC(=O)CN(c2ccccc2)S(C)(=O)=O)c1 | -13 | -8 | -6 | -4 | 0.5 | -6 | 0.84 | 1 | 0.6
O=C(Nc1nc(-c2ccc(-c3ccccc3)cc2)cs1)c1cnccn1 | -17 | -3 | -13 | -11 | 1.2 | -3 | 1.4 | -2 | 2.0
COc1cccc(N/C(N)=N/c2nc(C(F)(F)F)cc(=O)[nH]2)c1 | -13 | 4 | -7 | 0 | 1.0 | -9 | 0.69 | -19 | 1.0
Fc1ccccc1NC(=S)N1CCN(Cc2ccc3c(c2)OCO3)CC1 | 14 | -35 | -16 | -5 | 0.7 | 0 | 0.46 | -6 | -1.3
CC(=O)N1CCC(N(CCCOC(C)C)C(=O)Nc2ccc(Cl)cc2)CC1 | nt | nt | 1 | -3 | -0.1 | nt | 1.2 | nt | 0.8
Cc1ccc(C)c(OCC(=O)N2CCN(C(=O)c3ccco3)CC2)c1 | 1 | 1 | -12 | -3 | 1.6 | -10 | -0.37 | 12 | 0.5
O=C(c1ccc(S(=O)(=O)NCc2ccco2)cc1)N1CCCC1 | -16 | 14 | -27 | 0 | 1.1 | 2 | nt | -4 | 2.3

Furin inh, what is marked active above
Compound	EBV gp42 block	Furin inh	Tb hexokinase	TRPML3 agonist	KCC2 mod	m-calpain inh
Cc1c(N=C/C=C2/N(C)c3ccccc3C2(C)C)c(=O)n(-c2ccccc2)n1C	-39	26*[20 µM]	-10	0.5	0.55	-6

The listing picks up with the 5 entries that preceded the break.
SMILES | EBV gp42 block | PPC-1+TRAIL kill | Furin inh | Tb hexokinase | TRPML3 agonist | Thrombin inh | KCC2 mod | m-calpain inh | TRPN1 ag
COc1cccc(N/C(N)=N/c2nc(C(F)(F)F)cc(=O)[nH]2)c1 | -13 | 4 | -7 | 0 | 1.0 | -9 | 0.69 | -19 | 1.0
Fc1ccccc1NC(=S)N1CCN(Cc2ccc3c(c2)OCO3)CC1 | 14 | -35 | -16 | -5 | 0.7 | 0 | 0.46 | -6 | -1.3
CC(=O)N1CCC(N(CCCOC(C)C)C(=O)Nc2ccc(Cl)cc2)CC1 | nt | nt | 1 | -3 | -0.1 | nt | 1.2 | nt | 0.8
Cc1ccc(C)c(OCC(=O)N2CCN(C(=O)c3ccco3)CC2)c1 | 1 | 1 | -12 | -3 | 1.6 | -10 | -0.37 | 12 | 0.5
O=C(c1ccc(S(=O)(=O)NCc2ccco2)cc1)N1CCCC1 | -16 | 14 | -27 | 0 | 1.1 | 2 | nt | -4 | 2.3
CCNc1nc(C(=O)O)nc(N2CCOCC2)n1 | -7 | 17 | -18 | 8 | 0.5 | -7 | 1.2 | 20 | -1.0
CCN1CCS/C1=C\C=C\C1=[N+](CC)CCS1 | -125 | 29 | 43* | 8 | 0.4 | 5 | nt | 20 | 2.0
CC1CCCN(C(=O)COC(=O)c2n[nH]c3ccccc23)C1 (stereo not drawn) | -4 | 18 | -24 | -9 | 0.3 | 12 | nt | -21 | 1.1
Nc1nnnn1/N=C/c1ccccc1C(F)(F)F | 4 | 11 | -19 | 1 | 0.1 | 16 | 0.016 | -4 | -0.1
Cc1ccc(C(=O)NC(=S)Nc2ccc(NC(=O)c3cccs3)cc2)cc1[N+](=O)[O-] | 44 | 1 | -5 | -17 | 0.4 | -5 | 0.13 | 16 | -1.1
OCCC1CN(Cc2cccc3c2OCO3)CCN1Cc1ccccc1 (stereo not drawn) | -16 | 24 | -25 | -1 | 0.3 | 2 | -0.15 | 7 | -2.7
CC1CCCC(C)N1C(=O)Cn1c(SCC(=O)NCc2ccc3c(c2)OCO3)nc2ccccc21 (stereo not drawn) | -14 | -6 | -4 | 3 | -0.6 | 5 | nt | -19 | -1.2
O=C(Nc1ccc2c(c1)OCCO2)c1cccnc1Oc1ccc(Cl)cc1 | -15 | 9 | -14 | -10 | -0.3 | -3 | -0.63 | 6 | -0.3
CCCC(=O)Nc1cc(Cl)ccc1C | -7 | -2 | -26 | 7 | 0.2 | -1 | -0.062 | 15 | -0.4
COc1ccc(-n2nnnc2-c2cccnc2)cc1 | -18 | 16 | -8[20 µM] | -5 | 0.6 | 3 | nt | -1 | 0.4
Nc1ccc(/C=C/c2ccc3ncccc3c2)cc1 | -2 | 69*[5 µM] | 2 | -22 | -0.8 | 0 | -0.89 | -2 | 1.4
CCC(=O)NCCc1nc2ccccc2n1Cc1ccccc1 | -15 | -4 | -20[20 µM] | -1 | -0.4 | 0 | -1.4 | 5 | 0.4
